Assay outcomes as filed in PubChem.
LMNA splice mod = modulators of lamin A splicing. HeLa LMNA splicing GFP/RFP minigene ratio, 48 h. Potency, µM (doses to about 46.1 µM), for the others: top-dose ratio change, negative = inhibition, actives largely listed as inhibitors. actives 0.01% (n = 200,000). AID 1487; active means well fitted inhibition curve with a large enough effect in the signal ratio, with a control signal flat, not every such curve was filed as active; inconclusive means small, poorly fitted or top-dose-only effect, or effect the other way, or a change in a side signal; the % refers to the signal ratio; further: potency means the concentration at half of the fitted maximal effect; on the % scale 0 is the no-effect control and ±100 the full control effect
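Read-out is the ratio of GFP to DsRed2 object intensity, acquired by 488 nm laser-scanning cytometry on HeLa lamin A-EGFP minigene reporter cells. Compound incubation 48 hrs at 37 °C in Opti-MEM with 2% FBS; DMSO 0.5% final.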
Epigenetic derep = derepresses silenced GFP reporter in murine cells; murine LDR cells, GFP reporter derepression, 30 h; actives 0.2% (n = 280,000); Potency, µM (titrated, usually from 53.9 µM), for inactives: at the highest dose GFP activation, most hits filed as activators; further: potency means the concentration at half of the fitted maximal effect; % of control where 0% means no effect; nearly all actives have a fitted effect of over 60% in size
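GFP-positive cell count by laser-scanning cytometry (objects 20–120 um) after 30 h, 37 C compound exposure of murine LDR cells; reporter is CMV-GFP integrated at a silenced locus, inducible by HDAC or DNMT inhibitors.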
NPSR antagonist = blocks cAMP signaling of the human neuropeptide S receptor. Q6W5P4. CHO-NPSR cells, cAMP TR-FRET, antagonist mode. Potency, µM (titrated, usually from 38.3 µM), for inactives: at the top dose activity change, negative = inhibition, hits mostly inhibitors. actives 1% (n = 220,000). AID 1461; further: potency means the concentration at half of the fitted maximal effect; on the % scale 0 is the no-effect control and ±100 the full control effect; nearly all actives have a fitted effect of over 50% in size; many of its hits are not listed in these tables
CBFb-RUNX1 inh = blocks binding between human CBF-beta and RUNX1; Q01196+Q13951; AlphaScreen CBFb-His/RUNX1-biotin binding, biochemical; Potency, µM (top dose mostly 59.8 µM), inactives show top-dose activity, negative = inhibition, usual class: inhibitors; 230,000 tested, under 10 active; AID 1477; further: % of control where 0% means no effect
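Proteins preincubated together for 20 min at RT before compound addition; 15 min later, nickel and streptavidin beads were added and left 90 min prior to AlphaScreen measurement.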
IMPase Li cell = IMPase inhibition in cells with lithium potentiation. actives 0.35% (n = 210,000). Potency, µM (doses to about 59.4 µM), inactives show top-dose activity, negative = IMPase inhibition, hits mostly inhibitors. CHO-M1 cells, IP1 TR-FRET (IP-One), carbachol + lithium;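 further: IP1 builds up when IMPase is blocked and the TR-FRET signal falls; potency means the concentration at half of the fitted maximal effect; plate controls were basal vehicle for no effect and high inhibitor control for full effect; nearly all actives have a fitted effect of over 50% in size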
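IP1 accumulation measured by competitive TR-FRET in lysed CHO-M1 cells after 30 min compound exposure at 37C, with a small lithium addition to potentiate weak responses. Hill-equation AC50 from ratio and donor-channel data.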
HTT aggregate = inhibitors of mutant huntingtin aggregate formation in PC12 cells; actives 1.1% (n = 220,000); Potency, µM (doses to about 46.1 µM), inactives show at the highest dose activity change, negative = inhibition, most hits filed as inhibitors; PC12 HttQ103-GFP aggregates, Acumen cytometry, 40 h; AID 1688; further: potency means the concentration at half of the fitted maximal effect; on the % scale 0 is the no-effect control and ±100 the full control effect; nearly all actives have a fitted effect of over 60% in size
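Ecdysone-promoter PC12 model expressing HTT exon 1 Q103 fused to GFP, induced by tebufenozide at 100 nM final. Compounds titrated; aggregates sized 1–25 µm scored on a 488 nm laser cytometer.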
KinaseGlo FLuc = counter-screen: inhibitors of Kinase-Glo firefly luciferase. Kinase-Glo luciferase, ATP luminescence, 8 min. Potency, µM (titrated, usually from 38.3 µM), for inactives: top-dose activity change, negative = inhibition, hits mostly inhibitors. actives 0.28% (n = 200,000). AID 1379; further: potency means the concentration at half of the fitted maximal effect; on the % scale 0 is the no-effect control and ±100 the full control effect; nearly all actives have a fitted effect of over 60% in size
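Substrate mix (final 50 mM imidazole pH 7.2, 50 mM KCl, 7 mM MgCl2, 10 uM ATP, 0.01% Tween 20, 0.05% BSA) plus pin-tool compound, then Kinase-Glo detection mix; 8 min ambient, luminescence read.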
Active calls of the source: *; ? = inconclusive; / = no result given; & = joins results of further samples; [ ] = remark or other dose. Unless noted, the call rests on the fitted dose curve; in most records, active means well fitted curve in the direction sought with a large enough effect; inconclusive means small, poorly fitted or top-dose-only effect, or another doubt; inactive means no such curve, though single readings can be large; an effect the other way counts as inactive or inconclusive.

The opening 4 entries, ahead of the listing:
Screens in order: Epigenetic derep, CBFb-RUNX1 inh, NPSR antagonist, LMNA splice mod, IMPase Li cell, HTT aggregate, KinaseGlo FLuc
C/C(=N\NC(=O)CSCc1ccccc1Br)c1cccc([N+](=O)[O-])c1
    1.9%, 0%, -5%, 7%, 4%, -14%, 2%
CCC(=O)Nc1ccc(S(=O)(=O)Nc2ccc(Cl)nn2)cc1
    0.0%, 9%, 15%, 0%, -5%, -3%, -1%
CC1(C)CC(=O)C([N+](=O)[O-])=C(NCCCO)C1
    0.0%, -2%, 1%[46.1 µM], -6%, 5%, 0%, 3%
Cc1ccc(S(=O)(=O)N2CCN(CC(=O)N/N=C\C(Cl)=C\c3ccccc3)CC2)cc1
    -1.6%, 14%, 2%, 2%, 3%, 18%, 2%

Main list (from the top)
Screens in order: Epigenetic derep, CBFb-RUNX1 inh, NPSR antagonist, LMNA splice mod, IMPase Li cell, HTT aggregate, KinaseGlo FLuc
C/C(=N\NC(=O)CSCc1ccccc1Br)c1cccc([N+](=O)[O-])c1
    1.9%, 0%, -5%, 7%, 4%, -14%, 2%
CCC(=O)Nc1ccc(S(=O)(=O)Nc2ccc(Cl)nn2)cc1
    0.0%, 9%, 15%, 0%, -5%, -3%, -1%
CC1(C)CC(=O)C([N+](=O)[O-])=C(NCCCO)C1
    0.0%, -2%, 1%[46.1 µM], -6%, 5%, 0%, 3%
Cc1ccc(S(=O)(=O)N2CCN(CC(=O)N/N=C\C(Cl)=C\c3ccccc3)CC2)cc1
    -1.6%, 14%, 2%, 2%, 3%, 18%, 2%
CCOc1ccccc1Oc1coc2cc(OC(=O)c3ccco3)ccc2c1=O
    1.1%, 6%, -16%[46.1 µM], -1%, 13%[38.3 µM], -18%, -5%
O=C1CC(c2cccs2)c2ccc3ccccc3c2N1 (stereo not drawn)
    -1.9%, -9%, -16%, -1%[46 µM], 10%, -16%, 0%
COc1ccc([N+](=O)[O-])cc1CSc1nnc(NC(C)=O)s1
    2.2%, 3%, 3%, 4%[46 µM], 0%, -3%, -1%
N#C/C(=C\c1cccs1)C(=O)N1CCOCC1
    2.0%, 4%, 4%, /, /, 14%[9.22 µM], /
CCOC(=O)C1=C(CC)OC(N)=C(C#N)C1c1ccc(OC)c(C)c1OC (stereo not drawn)
    0.8%, -2%, -23%, 7%, 6%, 11%, 4%
Cc1ccc(NC(=O)CSc2nnc(-c3n[nH]c4ccccc34)n2-c2ccccc2)c(C)c1
    -1.1%, -10%, -24%, ?, 10%, -12%, 0%
O=C(/C=C/c1ccc(Cl)cc1Cl)c1ccc[nH]1
    1.1%, 1%, -11%, ?, 5%, 26%[9.22 µM], -3%
O=C(COC(=O)c1c(Cl)cccc1Cl)NC1CCCCC1
    4.9%, -4%, -5%, /, -1%, 7%, 1%
Cc1nc(-c2ccccc2)[nH]c(=O)c1Oc1ccc(Cl)cc1Cl
    -0.3%, 6%, 26%, /, /, -8%[9.22 µM], /
COc1ccc(CCNc2nc(-c3ccncc3)cs2)cc1OC
    0.7%, 3%, -12%, /, /, 8%[9.22 µM], /
CC(C)N1CCC(NC(=O)Nc2ccccc2)CC1
    -6.4%, 3%, 2%, ?, 10%, 4%[9.22 µM], -1%
Cc1ccc2nc(N(CCCN(C)C)C(=O)c3ccc(S(=O)(=O)N(C)C)cc3)sc2c1
    1.1%, -3%, 7%, 5%, 7%, 15%, 1%
c1ccc2c(c1)ncn2CCCCOc1ccc2c(c1)CCC2
    4.5%, 1%, ?, ?, 48%[activator][38.3 µM], -27%[9.22 µM], -1%
CC(C)C(=O)NC(Nc1cccc2cccnc12)C(Cl)(Cl)Cl (stereo not drawn)
    -1.9%, -2%, -7%[46.1 µM], 21%, 7%[38.3 µM], 14%, -5%
O=C(NC1CCCC1)C(c1cccs1)N(C(=O)c1ccno1)c1ccccc1 (stereo not drawn)
    -11%, 7%, -9%[46.1 µM], -10%, 19%[38.3 µM], 4%, 0%
COc1ccc(C(=O)O)cc1S(=O)(=O)NCCN(C)C
    3.3%, -1%, -23%, 27%[46 µM], /, -7%[9.22 µM], /
Cc1cc2c(c(=O)o1)C(C1C=CCCC1)C(C#N)=C(N)O2 (stereo not drawn)
    0.1%, 2%, 28%[46.1 µM], -3%, -14%[38.3 µM], 12%, -1%
O=C(CCCN1C(=O)/C(=C/c2ccccc2Cl)SC1=S)NNC(=O)c1ccccc1
    0.0%, -3%, -13%[46.1 µM], -29%, 19%, -2%, -9%
CCOCCn1c(CN2CCN(C)CC2)nc2c1c(=O)n(C)c(=O)n2C
    0.0%, 4%, 15%, /, /, 20%[9.22 µM], /
CCn1c(SCC(=O)C(C)(C)C)nnc1-c1cccnc1
    0.0%, 11%, -4%[46.1 µM], 10%, 17%[38.3 µM], -18%, -1%
CCOC(=O)c1nc(C)n(-c2cc(Cl)cc(Cl)c2)n1
    -0.9%, -1%, -6%[46.1 µM], -2%, -9%[38.3 µM], 12%, 0%
CCCn1c(C)cc(C(=O)COC(=O)c2nccnc2N)c1C
    1.1%, -24%, 12%, ?, -9%, -17%, -10%
C=C(C)C(=O)Nc1cccc(C2=NOC3(C2)C[C@@H](C(N)=O)N(C(=O)/C=C/C=C/C)C3)c1 (stereo partly drawn)
    0.2%, /, 27%, /, /, 43%[9.22 µM], /
O=C(c1cccs1)N(Cc1ccco1)C1CCS(=O)(=O)C1 (stereo not drawn)
    0.0%, 0%, 10%[46.1 µM], 5%, -5%[38.3 µM], 6%, -6%
O=[N+]([O-])c1ccc2nc(CN3CCCCC3)[nH]c2c1
    -1.3%, -1%, 4%, /, 12%, -1%, -1%
OC1(c2ccc(F)cc2)CCN(Cc2ccccc2)C1 (stereo not drawn)
    -1.3%, 6%, -4%[46.1 µM], 9%, 16%[38.3 µM], 1%, 0%
Cc1ccc(CC(CC(=O)O)C(=O)NC2CCCCC2)cc1 (stereo not drawn)
    0.2%, 0%, 14%[46.1 µM], 2%, 9%[38.3 µM], 2%, 0%
CCCn1c(SCC(=O)NC2CCCC(C)C2C)n[nH]c1=O (stereo not drawn)
    0.1%, 3%, -5%[46.1 µM], -6%, 0%[38.3 µM], -2%, -1%
CCN1C(=O)/C(=C2\Sc3ccccc3N2CC)OC1=S
    1.0%, 1%, ?, -14%, -12%, -5%, 0%
Cc1ccc(S(=O)(=O)C2CS(=O)(=O)CC2O)cc1 (stereo not drawn)
    0.0%, 25%, -9%[46.1 µM], -6%, 17%[38.3 µM], 22%, 0%
O=C(CSC1=NCCS1)Nc1cccc2ccccc12
    -0.3%, -1%, -9%[46.1 µM], -20%, 35%[activator][38.3 µM], 9%[1.84 µM], 3%
COc1ccccc1NC(=O)c1ccc(NC(=O)COC(=O)CC(NC(=O)c2ccccc2Cl)c2ccccc2)cc1 (stereo not drawn)
    -3.2%, -8%, -9%, -11%, -3%, -7%, 0%
CCc1ccc(OCC(=O)NC(NC(=S)Nc2ccccc2C)C(Cl)(Cl)Cl)cc1 (stereo not drawn)
    0.0%, 3%, -46%, ?, 22%, -12%, 0%
CCCCCCCCCCCCCCCC(=O)N[C@H](CN1CCOCC1)[C@H](O)c1ccccc1
    1.1%&-1.1%, 13%&12%, /, /, 7%&32%, /, -2%
COc1ccc(NCC(O)Cn2cnc3c2c(=O)n(C)c(=O)n3C)cc1 (stereo not drawn)
    -1.0%, -1%, 0%, 5%, 8%, -2%, -3%
O=C(Nc1ccccc1F)NC1CCN(Cc2nnnn2Cc2ccc(F)cc2)CC1
    1.9%, 3%, -10%[46.1 µM], -2%, 2%[38.3 µM], 7%, -1%
O=C(/C=N/O)Nc1ccc2sc3ccccc3c2c1
    3.0%, 4%, -9%, /, /, -10%[9.22 µM], /
c1ccc(-c2nn3c(C4CCCCC4)nnc3s2)cc1
    2.7%, 0%, -14%[46.1 µM], 0%, 9%[38.3 µM], -5%, 0%
CCC[C@H]1C(=O)N2C(N(C)C)=Nc3ccc(C)cc3N2C1=O
    -0.3%[16.9 µM], -2%[21.7 µM], /, ?, 1%, 4%[20.6 µM], 0%[17.1 µM]
Cc1ccccc1Cn1c(O)c(N=NC(=S)Nc2ccccc2F)c2ccccc21
    -2.8%, ?, -16%, ?, -1%, ?, -2%
CC(C)(C)NC(=O)C(c1ccco1)N(Cc1ccc(F)cc1)C(=O)c1snc(C(N)=O)c1N (stereo not drawn)
    0.8%, 18%, -14%[46.1 µM], 8%, 5%[38.3 µM], 12%[9.22 µM], -4%
O=C(NC1CCCCCCC1)C1CCCN(S(=O)(=O)c2cnc[nH]2)C1 (stereo not drawn)
    -3.1%, -2%, 0%[46.1 µM], -4%, -4%[38.3 µM], -13%, -3%
CCN1C(=O)/C(=C/C=C2\C=CN(CC)c3ccccc32)SC1=S
    -1.1%, -13%, 3.2µM*, -11%, 103%[activator], -2%, -26%
CC[C@@]12CCCN3CCc4c(n(c5ccccc45)C(=O)C1)[C@H]32
    5.2%[16.9 µM], -1%[21.7 µM], /, ?, 12%&5%, -3%[20.6 µM], -1%[7.66 µM]
O/N=C\c1ccccc1Oc1ccc(F)cc1
    -0.7%[10.1 µM], 5%, 5%, ?, -6%, -8%[9.22 µM], 1%
Nc1nc(-c2cccnc2)nn1C(=O)COc1ccccc1
    0.1%, 2%, 7%[46.1 µM], 10%, 11%[38.3 µM], -5%, -2%
CCOC(=O)C1=C(O)C(=O)N(CCCn2ccnc2)C1c1ccc(OC)cc1 (stereo not drawn)
    -1.5%, -1%, 6%, /, -4%, 22%, 1%
C=CCSc1nc(C)c(Cc2cccc3ccccc23)c(=O)[nH]1
    2.0%[10.1 µM], -7%, -20%, /, 22%, 11%[9.22 µM], -4%
c1ccc2c(c1)nc(N1CCOCC1)c1c3ccccc3[nH]c21
    1.2%, 1%, ?, ?, -6%[38.3 µM], -18%, -1%
CCCCCOC(=O)C1=C(C)N(C)C(=O)NC1c1cc(Br)c(O)c(OC)c1 (stereo not drawn)
    -1.1%, 3%, -18%[46.1 µM], ?, 2%[38.3 µM], 3%, 3%
Nc1nc(SCC(=O)NCc2ccccc2)[nH]c(=O)c1NC(=O)c1ccccc1F
    -3.0%, 9%, 15%, -8%, -9%, 6%, -3%
CCn1cc(C(=O)N2CCN(c3ccccc3OC)CC2)c2cc(OC)c(OC)cc2c1=O
    -1.9%&-1.5%, -3%, 10%, -11%[46 µM], 5%, -3%, 6%

This is a subset, so the mix of outcomes need not match the whole.
